IDE act: boosts human insulin-degrading enzyme activity in HEK cells; P14735; FAbeta-B cleavage, fluorescence polarization; 0% vehicle, 100% cell-free pure enzyme wells; activation, % at 5.96 µM; 340,000 compounds, 0.073% hits;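 active = activation above the mean of all tested compounds plus 3 SD, set per screening campaign, cut at about 17% in these data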
Target sequence (P14735 whole entry, looked up): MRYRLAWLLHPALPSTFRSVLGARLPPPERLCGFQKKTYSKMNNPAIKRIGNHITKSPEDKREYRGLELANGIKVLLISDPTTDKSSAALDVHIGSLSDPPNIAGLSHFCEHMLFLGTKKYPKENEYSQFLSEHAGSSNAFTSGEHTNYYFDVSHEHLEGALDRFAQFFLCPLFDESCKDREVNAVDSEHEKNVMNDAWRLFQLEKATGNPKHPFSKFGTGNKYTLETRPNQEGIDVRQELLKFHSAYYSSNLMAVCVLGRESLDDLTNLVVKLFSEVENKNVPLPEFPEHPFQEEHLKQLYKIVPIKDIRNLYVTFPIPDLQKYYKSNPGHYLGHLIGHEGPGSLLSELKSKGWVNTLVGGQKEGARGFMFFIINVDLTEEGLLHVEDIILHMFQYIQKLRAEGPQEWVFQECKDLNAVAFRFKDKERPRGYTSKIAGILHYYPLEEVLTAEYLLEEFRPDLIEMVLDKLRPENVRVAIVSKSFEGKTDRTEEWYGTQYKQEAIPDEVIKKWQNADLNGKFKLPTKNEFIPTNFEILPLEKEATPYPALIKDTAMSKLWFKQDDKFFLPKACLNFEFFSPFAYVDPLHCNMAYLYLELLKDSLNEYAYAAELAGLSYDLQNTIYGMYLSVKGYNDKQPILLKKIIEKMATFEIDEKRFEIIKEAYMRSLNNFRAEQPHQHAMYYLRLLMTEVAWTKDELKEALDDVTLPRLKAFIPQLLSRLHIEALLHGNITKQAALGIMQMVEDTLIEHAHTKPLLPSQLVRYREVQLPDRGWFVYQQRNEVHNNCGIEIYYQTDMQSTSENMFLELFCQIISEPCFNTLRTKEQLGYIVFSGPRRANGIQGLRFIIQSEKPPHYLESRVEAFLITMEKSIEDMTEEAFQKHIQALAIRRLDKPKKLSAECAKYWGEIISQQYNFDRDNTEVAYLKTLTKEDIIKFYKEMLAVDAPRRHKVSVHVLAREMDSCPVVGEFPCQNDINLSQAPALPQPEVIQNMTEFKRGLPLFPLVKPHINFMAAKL
MEKK2mut PB1 HTS: signal of MEK5 binding to mutant human MEKK2 PB1 domain; bead flow cytometry, Alexa488-MEK5 binding to MEKK2 mutant; percent response, % at 10 µM; 290,000 compounds, 0.35% hits; AID 1530; in the data active = percent response above about 24%, passing the limit was not always enough; note: inactives centre near 1; some results filed as inactive read as strong as hits; reference of the scale not given here
MEKK3 PB1 HTS: MEKK3-MEK5 PB1 interaction, increase or decrease | AID 1529 | 290,000 compounds, 1.4% hits | bead-based flow cytometry, Alexa488-MEK5 binding to MEKK3; actives lie on both sides; 0 = blocked by unlabeled MEK5, 100 = vehicle | binding response (% of control), % at 10 µM;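 active = binding response more than 3 SD above or below the average of its plate-row segment, actives on both sides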;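 note: Alexa488 bead fluorescence after subtracting the streptavidin-only scavenger bead signal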
NALP1 inh: blocks the NALP1 inflammasome reconstituted in yeast. S. cerevisiae NALP1/ASC/caspase-1 growth, X-gal OD620, 72 h. inhibition, % at 10 µM. 280,000 compounds, 0.61% hits; in the data active = inhibition mostly above about 24%, no sharp cut-off; inactive = mostly below about 32%; note: some compounds called inactive have numbers as strong as hits
IDE cell inh: cellular human IDE inhibition. inhibition, % at 5.59 µM. P14735. AID 434962. HEK cells, FAbetaB cleavage, fluorescence polarization. 320,000 compounds, 0.41% hits;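 active = percent inhibition above the average of all tested compounds plus 3 SD, set per screening campaign, cut at about 16% in these data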;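 note: IDE supplied by intact live HEK cells; FP after avidin binding of uncleaved biotin substrate so inhibition keeps polarization high; 0% = DMSO wells and 100% = 60 µM reference IDE inhibitor Ii1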
MEKK2wt PB1 HTS: raises or lowers MEK5 binding to wildtype human MEKK2 PB1 domain. bead flow cytometry, Alexa488-MEK5 binding to MEKK2 WT; actives lie on both sides. binding response (% of control), % at 10 µM. 290,000 compounds, 1.1% hits; in the data active = binding response below about 67% or above about 130%
PfM18AAP inh: PfM18AAP enzyme inhibition; AID 1822; inhibition, % at 7.35 µM; recombinant PfM18AAP, H-Glu-NHMec fluorogenic cleavage; 290,000 compounds, 1.2% hits;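 active = inhibition above the campaign mean inhibition over all tested compounds plus 3 SD, cut at about 28% in these data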;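 note: 0% = plate median of test compound wells and 100% = 2 mM ZnCl2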
SUMO HTRF inh: inhibitors of human SUMOylation (UBC9) | P63279 | HTRF SUMOylation assay, SAE1/SAE2 + UBC9, in vitro | inhibition, % at 35 µM | 290,000 compounds, 0.36% hits | AID 2006; in the data active = inhibition above about 50%, passing the limit was not always enough; note: strong numbers were not always called active
p-CIP stab down: lowers stability of the mouse p/CIP coactivator protein | Q05BA5 | F442A p/CIP-EGFP cells, EGFP fluorescence, 16 h | decrease of EGFP signal, % at 10 µM | 290,000 compounds, 0.01% hits | AID 1984;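 active = EGFP signal decrease of at least 30% at 10 µM or well 3 SD below plate mean, unless failing retest; inactive = the rest, including hits failing retest or dose response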; note: some compounds called inactive have numbers as strong as hits; many of its hits are not listed in these tables
Numbers without * were called inactive. This is a subset; rates above refer to the full screens.

Screening O=C(NCc1ccccc1)c1cc(=O)[nH]c2ccccc12 returned IDE act -1, MEKK2mut PB1 HTS 9, MEKK3 PB1 HTS 105, NALP1 inh 7, IDE cell inh -1, MEKK2wt PB1 HTS 100, PfM18AAP inh 3, SUMO HTRF inh 10 and p-CIP stab down 5.
Screening Cc1c(N(C(=O)CNC(=O)c2ccccc2)C2(C(=O)NC3CCCCC3)CCCCC2)c(=O)n(-c2ccccc2)n1C returned IDE act -2, MEKK2mut PB1 HTS 2, MEKK3 PB1 HTS 104, NALP1 inh 5, IDE cell inh 4, MEKK2wt PB1 HTS 100, PfM18AAP inh 7, SUMO HTRF inh 10 and p-CIP stab down 5.
`COc1cccc(NC(=O)CCN2CCOCC2)c1` gave IDE act 7, MEKK2mut PB1 HTS 3, MEKK3 PB1 HTS 101, NALP1 inh -1, IDE cell inh 3, MEKK2wt PB1 HTS 104, PfM18AAP inh 0, SUMO HTRF inh 2 and p-CIP stab down 6.
`COc1ccc(/C=N/n2c(N)nc(-c3ccccc3)c2-c2ccccc2)cc1` gave IDE act 3, MEKK2mut PB1 HTS 0, MEKK3 PB1 HTS 97, NALP1 inh -9, IDE cell inh 2, MEKK2wt PB1 HTS 110, PfM18AAP inh 0, SUMO HTRF inh -12 and p-CIP stab down -13.
For CC(=O)N=c1c(C#N)cc2c(=O)n3ccccc3nc2n1CCCOC(C)C the results were MEKK2mut PB1 HTS -23, MEKK3 PB1 HTS 82, NALP1 inh 20, IDE cell inh -4, MEKK2wt PB1 HTS 82, PfM18AAP inh -9, SUMO HTRF inh 28 and p-CIP stab down -2.
Screening COc1ccc(CCNC(=O)CN(CCc2ccccc2)S(C)(=O)=O)cc1OC returned IDE act 4, MEKK2mut PB1 HTS -5, MEKK3 PB1 HTS 105, NALP1 inh 2, IDE cell inh -1, MEKK2wt PB1 HTS 96, PfM18AAP inh 0, SUMO HTRF inh 10 and p-CIP stab down -4.
Screening COCc1c(C(=O)OC)nnn1-c1ccc(C(F)(F)F)cc1[N+](=O)[O-] returned IDE act 4, MEKK2mut PB1 HTS 7, MEKK3 PB1 HTS 101, NALP1 inh -6, IDE cell inh -3, MEKK2wt PB1 HTS 105, PfM18AAP inh 6, SUMO HTRF inh 0 and p-CIP stab down -11.
Screening CC(=O)c1cccc(NC(=O)c2c(F)c(F)c(F)c(F)c2F)c1 returned IDE act 4, MEKK2mut PB1 HTS 4, MEKK3 PB1 HTS 100, NALP1 inh 4, IDE cell inh 1, MEKK2wt PB1 HTS 101, PfM18AAP inh 2, SUMO HTRF inh 11 and p-CIP stab down -9.
`CNc1nc(Nc2ccc(C)c(Cl)c2)c2cnn(C)c2n1` gave IDE act 2, MEKK2mut PB1 HTS -2, MEKK3 PB1 HTS 94, NALP1 inh 27, IDE cell inh 1, MEKK2wt PB1 HTS 104, PfM18AAP inh -1, SUMO HTRF inh -30 and p-CIP stab down -2.
`O=C(c1oc(=O)c2ccccc2c1-c1ccccc1)N1CCOCC1` gave IDE act 6, MEKK2mut PB1 HTS 1, MEKK3 PB1 HTS 104, NALP1 inh -6, IDE cell inh 2, MEKK2wt PB1 HTS 107, PfM18AAP inh -5, SUMO HTRF inh 7 and p-CIP stab down 0.
Screening Cc1cc(NC(=O)Cc2cn3ccsc3n2)n(-c2ccccc2)n1 returned IDE act -1, MEKK2mut PB1 HTS 5, MEKK3 PB1 HTS 103, NALP1 inh 35, IDE cell inh 3, MEKK2wt PB1 HTS 106, PfM18AAP inh 0, SUMO HTRF inh -6 and p-CIP stab down -8.
For CC(CCc1ccccc1)NCc1ccncc1 (stereo unspecified) the results were IDE act 5, MEKK2mut PB1 HTS 3, MEKK3 PB1 HTS 93, NALP1 inh 6, IDE cell inh 5, MEKK2wt PB1 HTS 100, PfM18AAP inh 0, SUMO HTRF inh 9 and p-CIP stab down -4.
COc1ccc(OC)c(NC(=O)COC(=O)CN(C)S(=O)(=O)c2ccc(C)cc2)c1 was read as IDE act 4, MEKK2mut PB1 HTS -2, MEKK3 PB1 HTS 104, NALP1 inh 22, IDE cell inh 6, MEKK2wt PB1 HTS 105, PfM18AAP inh -4, SUMO HTRF inh -8 and p-CIP stab down 7.
CC1=C(C(=O)Nc2ccccc2)C(c2ccc(C)o2)n2ncnc2N1 (stereo unspecified) was read as IDE act -2, MEKK2mut PB1 HTS -1, MEKK3 PB1 HTS 92, NALP1 inh 0, IDE cell inh 2, MEKK2wt PB1 HTS 98, PfM18AAP inh 8, SUMO HTRF inh 8 and p-CIP stab down -21.
Screening O=c1c2c(nc3c(-c4ccccc4)c[nH]n13)CCC2 returned IDE act 4, MEKK2mut PB1 HTS 2, MEKK3 PB1 HTS 103, NALP1 inh 15, IDE cell inh 1, MEKK2wt PB1 HTS 99, PfM18AAP inh 11, SUMO HTRF inh 29 and p-CIP stab down 0.
`CC[C@H](C)[C@@H]1NC(=O)c2cc([N+](=O)[O-])cc(F)c2NCCCC[C@@H](C(N)=O)NC(=O)[C@H](CC(N)=O)NC1=O` gave IDE act 4, MEKK2mut PB1 HTS 2, MEKK3 PB1 HTS 108, NALP1 inh 29, IDE cell inh -3, MEKK2wt PB1 HTS 100, PfM18AAP inh 3, SUMO HTRF inh -3 and p-CIP stab down 0.
For COc1ccc(Cn2c(C)nc([N+](=O)[O-])c2SCC(=O)O)cc1[N+](=O)[O-] the results were MEKK2mut PB1 HTS -7, MEKK3 PB1 HTS 109, NALP1 inh 15, IDE cell inh 3, MEKK2wt PB1 HTS 92, PfM18AAP inh -5, SUMO HTRF inh 5 and p-CIP stab down -8.
O=C(CSc1nnc(-c2ccc(O)cc2)o1)Nc1ccc2c(c1)OCCO2 was read as IDE act 0, MEKK2mut PB1 HTS -9, MEKK3 PB1 HTS 86, NALP1 inh -3, IDE cell inh 3, MEKK2wt PB1 HTS 92, PfM18AAP inh 3, SUMO HTRF inh -7 and p-CIP stab down -7.
Screening c1ccc(-c2cnc(SCCN3CCOCC3)n2CC2CCCO2)cc1 (stereo unspecified) returned IDE act -1, MEKK2mut PB1 HTS 0, MEKK3 PB1 HTS 111, NALP1 inh 10, IDE cell inh -3, MEKK2wt PB1 HTS 105, PfM18AAP inh -1, SUMO HTRF inh 2 and p-CIP stab down -7.
Screening COCn1ccnc1C(O)(c1ccc(OC)cc1)c1ccc(OC)cc1 returned IDE act 2, MEKK2mut PB1 HTS -1, MEKK3 PB1 HTS 98, NALP1 inh 1, IDE cell inh 0, MEKK2wt PB1 HTS 103, PfM18AAP inh 0, SUMO HTRF inh 10 and p-CIP stab down 8.
COc1ccc(NC(=O)CN(C)S(=O)(=O)c2ccc3c(c2)CC(C)N3C(C)=O)cc1OC (stereo unspecified) was read as IDE act 1, MEKK2mut PB1 HTS -3, MEKK3 PB1 HTS 101, NALP1 inh -14, IDE cell inh 3, MEKK2wt PB1 HTS 98, PfM18AAP inh 4, SUMO HTRF inh -6 and p-CIP stab down 6.
CCCCn1c2nc3ccccc3nc2c2c(=O)n(C(C)CC)cnc21 (stereo unspecified) was read as IDE act -1, MEKK2mut PB1 HTS -7, MEKK3 PB1 HTS 80, NALP1 inh 27, IDE cell inh 3, MEKK2wt PB1 HTS 85, PfM18AAP inh -4, SUMO HTRF inh 27 and p-CIP stab down -3.
Screening CCOC(=O)C1CCN(S(=O)(=O)c2cc(Br)cc3c2N(C(C)=O)C(C)C3)CC1 (stereo unspecified) returned IDE act 1, MEKK2mut PB1 HTS 3, MEKK3 PB1 HTS 103, NALP1 inh 20, IDE cell inh 2, MEKK2wt PB1 HTS 106, PfM18AAP inh 2, SUMO HTRF inh -11 and p-CIP stab down -12.
For COc1ccc(CNC(=O)CCS(=O)(=O)c2ccc3c(c2)NC(=O)CS3)cc1 the results were IDE act 2, MEKK2mut PB1 HTS 1, MEKK3 PB1 HTS 97, NALP1 inh 6, IDE cell inh 1, MEKK2wt PB1 HTS 96, PfM18AAP inh 4, SUMO HTRF inh 1 and p-CIP stab down -12.
O=C(CN(Cc1ccc(Cl)cc1)C(=O)CNS(=O)(=O)c1ccccc1)NCC1CCCO1 (stereo unspecified) was read as IDE act -5, MEKK2mut PB1 HTS 3, MEKK3 PB1 HTS 100, NALP1 inh -2, IDE cell inh -2, MEKK2wt PB1 HTS 100, PfM18AAP inh 5, SUMO HTRF inh 0 and p-CIP stab down -10.
`O=C(CCC(=O)N1CCN(c2ccc(O)cc2)CC1)c1cccs1` gave IDE act 0, MEKK2mut PB1 HTS 8, MEKK3 PB1 HTS 103, NALP1 inh -4, IDE cell inh -3, MEKK2wt PB1 HTS 107, PfM18AAP inh 53*, SUMO HTRF inh -4 and p-CIP stab down -14.
O=C(Cn1nnc2ccccc2c1=O)N[C@H](C(=O)O)c1ccccc1 was read as IDE act -1, MEKK2mut PB1 HTS -2, MEKK3 PB1 HTS 103, IDE cell inh 2, MEKK2wt PB1 HTS 100, PfM18AAP inh -1, SUMO HTRF inh 16 and p-CIP stab down 7.
`CCOC(=O)[C@@H]1[C@H]2COc3cc(OC)ccc3[C@@H]2N2C(=O)N(c3ccc(Br)cc3)C(=O)[C@@]12C` gave IDE act 2, MEKK2mut PB1 HTS -4, MEKK3 PB1 HTS 102, NALP1 inh 6, IDE cell inh -1, MEKK2wt PB1 HTS 100, PfM18AAP inh 1, SUMO HTRF inh -7 and p-CIP stab down -20.
For Cc1ccc(S(=O)(=O)NC2CCCCCC2)cc1C(N)=O the results were IDE act -5, MEKK2mut PB1 HTS 0, MEKK3 PB1 HTS 98, NALP1 inh 4, IDE cell inh 3, MEKK2wt PB1 HTS 99, PfM18AAP inh -2, SUMO HTRF inh -6 and p-CIP stab down -4.
`Cc1ccccc1N(C(=O)CNC(=O)c1ccco1)C(C(=O)NC1CCCCC1)c1ccncc1` (stereo unspecified) gave IDE act 2, MEKK2mut PB1 HTS 1, MEKK3 PB1 HTS 105, NALP1 inh 23, IDE cell inh -1, MEKK2wt PB1 HTS 106, PfM18AAP inh -1, SUMO HTRF inh -3 and p-CIP stab down 8.
For CN1CCN(C(=O)c2ccc(Cl)c(S(=O)(=O)N3CCCCC3)c2)CC1 the results were IDE act 5, MEKK2mut PB1 HTS -7, MEKK3 PB1 HTS 86, NALP1 inh 9, IDE cell inh 0, MEKK2wt PB1 HTS 93, PfM18AAP inh 5, SUMO HTRF inh 18 and p-CIP stab down -13.
Screening C=CCNC(=O)C1CC(=O)N(c2ccc(Br)cc2)C1 (stereo unspecified) returned IDE act 2, MEKK2mut PB1 HTS -11, MEKK3 PB1 HTS 94, NALP1 inh -17, IDE cell inh 2, MEKK2wt PB1 HTS 100, PfM18AAP inh 2, SUMO HTRF inh 20 and p-CIP stab down -17.
Screening Cc1ccc(NS(=O)(=O)c2ccc3[nH]c(=O)c(=O)[nH]c3c2)cc1Cl returned IDE act 4, MEKK2mut PB1 HTS 2, MEKK3 PB1 HTS 126, NALP1 inh -6, IDE cell inh 0, MEKK2wt PB1 HTS 107, PfM18AAP inh -2, SUMO HTRF inh 24 and p-CIP stab down -9.
For COc1ccccc1CN1C2CCCC1CC(NC(=O)/C=C/c1ccccc1)C2 (stereo unspecified) the results were MEKK2mut PB1 HTS -12, MEKK3 PB1 HTS 99, NALP1 inh -6, IDE cell inh 2, MEKK2wt PB1 HTS 105, PfM18AAP inh 2, SUMO HTRF inh 4 and p-CIP stab down 8.
For Cc1cc(C(=O)COc2ccc(Cl)cc2Br)c(C)n1C the results were IDE act 5, MEKK2mut PB1 HTS -7, MEKK3 PB1 HTS 99, NALP1 inh -17, IDE cell inh -1, MEKK2wt PB1 HTS 94, PfM18AAP inh 2, SUMO HTRF inh 19 and p-CIP stab down -10.
